Compound activity: PubChem BioAssay, Sanford-Burnham Center for Chemical Genomics
hIAP act – increases human intestinal alkaline phosphatase activity. P09923. purified human IAP, CDP-Star luminescence, 30 min; active compounds read high; 1 = vehicle-only enzyme, 0 = enzyme-free background. activation factor at 10 µM. 330,000 tested, 0.16% active. AID 2524;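 active = activation factor of the enzyme at least 2-fold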; also: the source names both 10 and 20 µM as test concentration; values of inactives mirror those of a sister screen read the other way
Target sequence (P09923 whole entry, looked up): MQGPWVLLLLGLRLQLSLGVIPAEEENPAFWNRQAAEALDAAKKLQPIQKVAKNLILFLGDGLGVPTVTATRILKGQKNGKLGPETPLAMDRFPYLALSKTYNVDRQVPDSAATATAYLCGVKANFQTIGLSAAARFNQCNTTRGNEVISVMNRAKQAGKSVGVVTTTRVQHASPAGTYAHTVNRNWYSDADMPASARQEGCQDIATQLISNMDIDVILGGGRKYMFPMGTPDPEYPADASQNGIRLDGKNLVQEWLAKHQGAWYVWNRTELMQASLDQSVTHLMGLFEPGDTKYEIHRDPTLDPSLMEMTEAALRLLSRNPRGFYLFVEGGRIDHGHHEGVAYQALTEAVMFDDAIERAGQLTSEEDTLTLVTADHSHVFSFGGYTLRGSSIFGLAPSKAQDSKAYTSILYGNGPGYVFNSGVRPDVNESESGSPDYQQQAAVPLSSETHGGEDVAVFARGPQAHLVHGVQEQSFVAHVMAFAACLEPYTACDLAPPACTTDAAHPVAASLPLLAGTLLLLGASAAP
SENP1 inh – blocks the human SENP1 SUMO protease catalytic domain | recombinant SENP1 catalytic domain, CyPet-SUMO1-YPet FRET cleavage | inhibition, % at 10 µM | 360,000 tested, 0.21% active;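 active = inhibition at least 30% at 10 µM, raw YFP signal under a set limit, fluorescence ratio 0.5 to 1.5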;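 also: 0% = enzyme with DMSO and 100% = no enzyme wells; some results filed as inactive read as strong as hits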
Target sequence (Q9P0U3 419-644 limits assumed): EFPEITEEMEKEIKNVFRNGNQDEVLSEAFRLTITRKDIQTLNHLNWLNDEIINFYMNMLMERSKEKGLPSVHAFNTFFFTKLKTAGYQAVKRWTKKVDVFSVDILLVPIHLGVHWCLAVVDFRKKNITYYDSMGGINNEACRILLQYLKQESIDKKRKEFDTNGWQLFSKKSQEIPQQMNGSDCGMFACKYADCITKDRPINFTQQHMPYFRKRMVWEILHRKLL
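system = hSENP1 catalytic domain, recombinant | reagent = SFCypet-SUMO1-SFYpet substrate at 25 nM | doses = one dose per compound, 10 µM, 0.5% DMSO | incubation = enzyme reaction for 50 min at room temperature, dark | measured by = FRET, CFP and YFP emission | controls = no-enzyme low, enzyme-DMSO high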
ATG4B inhibitor – ATG4B (human) cysteine protease inhibition; inhibition, % at 8.33 µM; ATG4B cleavage of LC3-PLA2, NBD-HPC fluorescence, 1 h; 340,000 tested, 0.51% active; Q9Y4P1; AID 504462; in the data active = inhibition above about 40%
SENP6 block – SENP6 protease inhibition | Q9GZR1 | Recombinant SENP6 catalytic domain, aminoluciferin luminescence | inhibition, % at 10 µM | 330,000 tested, 1.8% active;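 active = inhibition above about 50% at the single tested dose, limit read from the data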;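 also: plate controls were DMSO wells with enzyme for no effect and DMSO wells lacking enzyme for full effect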
PfGluPho inh – PfG6PD (Plasmodium falciparum) enzyme inhibition; PfGluPho enzyme, NADPH resazurin-diaphorase fluorescence; inhibition, % at 20 µM; 350,000 tested, 0.78% active; AID 504690;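 active = inhibition reaching at least a set limit at 20 µM in the primary screen, cut at about 59% in these data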;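 also: 0% = DMSO wells with substrate and 100% = DMSO wells lacking glucose-6-phosphate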
NR3A LBD binder – NR3A (human) ligand-binding domain modulation; NR3A LBD differential scanning fluorimetry, Tm shift; 0% = protein alone, 100% = glycine-bound protein; Tm shift relative to glycine control, % at 25 µM; 340,000 tested, 2.5% active; AID 1259313;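 active = melting temperature shift of at least 10% of the positive control shift, at one fixed dose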
MPTP inh – inhibitors of mitochondrial permeability transition pore | isolated mouse mitochondria, Ca2+ swelling absorbance, 30 min | inhibition, % at 10 µM | 360,000 tested, 1.4% active | AID 602449;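 active = inhibition of 50% or more, scaled per plate between neutral and stimulator controls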;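 also: 0% = DMSO wells given calcium and 100% = 1 mM EGTA wells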
SENP8 inh – blocks human SENP8 cleavage of Nedd8 substrate; Q96LD8; recombinant SENP8, Nedd8 substrate fluorescence; inhibition, % at 20 µM; 360,000 tested, 0.64% active; in the data active = inhibition mostly above about 40%, no sharp cut-off; inactive = mostly below about 27%
Target sequence (Q96LD8 whole entry, looked up): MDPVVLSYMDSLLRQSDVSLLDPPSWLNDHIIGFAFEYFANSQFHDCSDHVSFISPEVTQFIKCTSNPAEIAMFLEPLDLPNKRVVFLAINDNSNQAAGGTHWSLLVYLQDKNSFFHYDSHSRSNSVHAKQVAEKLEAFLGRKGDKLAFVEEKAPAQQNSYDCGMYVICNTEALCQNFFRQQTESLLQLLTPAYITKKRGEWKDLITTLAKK
The depositor's hits bear a star; / = not tested or not shown.

Structure,hIAP act,SENP1 inh,ATG4B inhibitor,SENP6 block,PfGluPho inh,NR3A LBD binder,MPTP inh,SENP8 inh
COc1ccc(CSc2nnc(SCc3ccc([N+](=O)[O-])cc3)s2)cc1,0.97,1,-3,7,5,-1,2.3,6
CCN1c2ccccc2S(=O)(=O)c2ccccc21,0.92,-5,0,-2,12,-5,1.9,-11
Nc1cc(=O)[nH]c(SCCSc2cc(Cl)ccc2Cl)n1,1.1,1,-9,4,-1,2,0.3,21
Cc1ccc(S(=O)(=O)N2CCOCC2)cc1NC(=O)COC(=O)Cc1ccc(Cl)cc1,1.2,7,-12,-2,2,2,-0.4,5
COc1ccc(CCNC(=O)COc2ccc3c(c2)OCO3)cc1,0.99,2,-17,6,9,0,0.5,-6
CC(=O)NCc1ccc(S(=O)(=O)NC(C(=O)O)C(C)C)cc1 (stereo not drawn),1,0,6,-8,-12,0,2.1,21
CCCC(C(=O)NCC1CCCO1)N(Cc1ccco1)C(=O)CNS(=O)(=O)c1ccccc1 (stereo not drawn),0.98,/,-3,-20,-3,-1,/,/
O=C(CN(C1CCCCC1)S(=O)(=O)c1ccccc1)NCC1CCCO1 (stereo not drawn),1.1,1,2,-16,1,-1,-1.7,9
COC(=O)c1ccccc1-n1cccc1C(=O)NP(=O)(N1CCOCC1)N1CCOCC1,1.1,0,-5,2,0,-2,-0.4,9
O=C(COC(=O)COc1ccc(Cl)cc1)Nc1ccc(F)c([N+](=O)[O-])c1,1.1,4,-3,7,6,12*,1.4,23
CSc1ccc(CNC(=O)c2ccc(NC(=O)C3=CSCCO3)cc2)cc1,0.83,-1,6,-11,-15,5,-1.5,-6
Cn1nc(-c2ccc(C(=O)O)cc2)c2ccccc2c1=O,0.73,-2,6,6,-10,-4,1.2,12
Cc1c(NC(=O)CC(O)(C(F)(F)F)C(F)(F)F)c(=O)n(-c2ccccc2)n1C,0.97,0,-4,-2,9,/,-2.1,10
COc1ccccc1CC(=O)Nc1cccc(C(=O)Nc2nccs2)c1,1,3,-10,14,6,0,2.2,14
COC(=O)C(C)(C)NC(=O)c1cccs1,1,0,-1,3,-4,0,-0.2,24
Cn1c(=O)n(Cc2ccccc2F)c(=O)c2c1nc1n2CCN1Cc1ccco1,0.89,-3,-6,16,-4,1,-0.2,2
CSc1ccc(CN(C)C(C)C(=O)NCC2CCCCC2)cc1 (stereo not drawn),0.95,0,9,-6,-10,0,1.2,8
Cc1nc(SC(C)C(=O)NC2CCCC2)c2ccccc2n1 (stereo not drawn),0.94,-7,-9,1,-1,1,-1.0,8
COc1ccc(OC)c(S(=O)(=O)n2cccn2)c1,1,0,-5,2,-1,1,0.3,35
Cc1scc(C(=O)NNC(=S)NCC2CCCO2)c1C (stereo not drawn),0.88,0,-13,-4,-5,0,-0.6,18
C[C@@H]1CN([C@@H](C)CO)C(=O)CCCn2nncc2CO[C@H]1CN(C)Cc1ccc(Oc2ccccc2)cc1,/,-1,/,/,12,/,-0.8,-20
CN(CC(=O)Nc1ccccc1C(=O)NC1CC1)Cc1ccc(Cl)cc1,1,-1,-15,-14,7,0,1.3,-1
O=C(C[n+]1cccc(CNC(=O)c2ccc(OC(F)F)cc2)c1)Nc1ccccc1Cl,0.95,2,0,-22,-8,-3,-0.1,27
c1ccc2sc(NC3=NCN(Cc4ccc5c(c4)OCO5)CN3)nc2c1,1.2,1,-8,7,11,1,0.2,1
O=C(NCc1ccc2c(c1)OCO2)C1CCC(CNS(=O)(=O)c2cccc3nsnc23)CC1 (stereo not drawn),0.83,2,-6,-3,14,2,-1.1,10
Cc1cccn2c(=O)c(/C=C(\C#N)C(=O)NCc3ccco3)c(N3CCCCCC3)nc12,0.83,-127,24,-8,11,-1,5.4,-280
COC(=O)c1cn(CC(=O)NCc2ccco2)c2ccccc12,0.97,3,-3,-1,-6,-2,-0.3,2
O=C(Nc1nc2ccccc2[nH]1)c1ccc(F)cc1,0.93,4,-18,94*,6,-1,-2.3,2
C=CCOc1c(Br)cc(CNc2ccc3[nH]c(=O)[nH]c3c2)cc1OCC,1,0,6,3,49,-2,1.2,-29
O=S(=O)(O)c1cccc2c(N=Nc3ccc(O)c4ncccc34)cccc12,/,-8,30,/,-5,1,11,26
CCCCN(C(=O)CC1CCCC1)c1c(N)n(CCCC)c(=O)[nH]c1=O,1,2,-1,-2,-9,-4,-1.1,10
O=C(Nc1ccccc1)C1CCN(c2nccs2)CC1,1,-15,-12,-6,10,-1,-3.2,-45
CC1=NN(c2ccc(Cl)c(C(=O)O)c2)C(=O)C1,0.99,3,2,11,-4,-4,1.2,70*
CCC1COCCS(=O)(=O)N1Cc1ccc(F)cc1 (stereo not drawn),0.93,3,-3,-8,-2,-1,-0.1,10
COc1ccc(NC(=O)N2CCCC(c3ccccc3)C2)cc1 (stereo not drawn),1,1,-3,-12,9,0,0.1,1
CCOC(=O)N1CCC(Nc2c(Nc3cccc(CC)c3)c(=O)c2=O)CC1,0.98,-11,-8,5,-9,-3,89*,2
Cc1cc(NC(=O)C2CCCN(S(=O)(=O)c3cnc[nH]3)C2)ccc1Br (stereo not drawn),1,-36,-5,-1,12,3,0.9,-3
O=C(COc1ccc(S(=O)(=O)NC2CCCCC2)cc1)NCC1CCCO1 (stereo not drawn),0.99,0,-2,-15,-16,-1,-0.7,11
CCc1nc2cc3sc(CC)nc3cc2s1,0.87,-1,8,-14,5,1,-0.3,10
CC(=O)c1ccccc1Oc1nc(CN2CCOCC2)nc2scc(-c3cccs3)c12,0.88,44*,3,-8,-11,-4,-0.1,18

Quoted at random: 3 compounds from above, in no set order.
Structure,hIAP act,SENP1 inh,ATG4B inhibitor,SENP6 block,PfGluPho inh,NR3A LBD binder,MPTP inh,SENP8 inh
Cc1cccn2c(=O)c(/C=C(\C#N)C(=O)NCc3ccco3)c(N3CCCCCC3)nc12,0.83,-127,24,-8,11,-1,5.4,-280
CCc1nc2cc3sc(CC)nc3cc2s1,0.87,-1,8,-14,5,1,-0.3,10
O=C(Nc1ccccc1)C1CCN(c2nccs2)CC1,1,-15,-12,-6,10,-1,-3.2,-45

(cont.)
Structure,hIAP act,SENP1 inh,ATG4B inhibitor,SENP6 block,PfGluPho inh,NR3A LBD binder,MPTP inh,SENP8 inh
O=C(O)CCNC(=O)COc1ccc2c3c(c(=O)oc2c1)CCCC3,1,-6,-5,-1,-24,2,-0.4,-288
COc1cc2oc(-c3ccc(O)cc3)cc(=O)c2c(OC)c1O,0.91,-29,-3,1,22,2,-0.6,-215
Clc1ccc(-c2nnc3sc(Cc4cccs4)nn23)c(Cl)c1,0.96,1,6,-4,5,-2,8.9,7
CCCCN(C(=O)CSCc1ccc(C)cc1)c1c(N)n(CCC)c(=O)[nH]c1=O,1.1,-10,-6,0,7,-3,-0.7,4
N/C(=N\OC(=O)c1ccc2ccccc2c1)c1ccccn1,0.97,3,-4,94*,8,-10,-1.7,-20
COc1ccc(C(=O)N(Cc2ccc(N(C)C)cc2)C2CCS(=O)(=O)C2)cc1 (stereo not drawn),1.1,0,-7,-1,-14,2,-0.7,21
Cc1nc2ccccc2c(=O)n1/N=C/c1ccccc1O,0.99,-12,-15,12,8,-1,0.5,-10
FC(F)Oc1ccccc1/C=N/n1cnc2ccccc21,1.2,3,-10,7,17,2,0.7,3
Cc1nc(N2CCC(C)CC2)c2c(C)c(C(=O)Nc3cccc(C(F)(F)F)c3)sc2n1,1.2,0,-4,-11,8,12*,84*,-131
CS(=O)(=O)c1nc([N+](=O)[O-])nn1CCCc1ccccc1,0.97,1,-2,21,28,0,3.5,38
CCCOc1ccc(C(=O)NNC(=O)c2cccc(S(=O)(=O)N3CCN(C(C)=O)CC3)c2)cc1OC,1.1,1,-6,5,-15,0,-0.3,3
C[C@@H]1CN([C@@H](C)CO)C(=O)c2cc(C#Cc3cccc(F)c3)cnc2O[C@H]1CN(C)C(=O)C1CCCCC1,/,-1,/,/,-5,/,-1.6,-9
COc1ccc(C(=O)/C=C/Nc2ccc(S(=O)(=O)Nc3cc(OC)nc(OC)n3)cc2)c(OC)c1,1.1,-59,-15,-7,-17,-3,-1.8,-320
Cc1cc(C)cc(C(=O)NCC(=O)OCc2c(C)noc2C)c1,1,2,-6,-9,-6,1,0.3,8
CC(Cc1cccs1)NC(=S)Nc1ccc(F)cc1 (stereo not drawn),1.1,0,-8,7,3,-2,50*,9
O=C(O)CC1S/C(=N/N=C/c2ccc(-c3ccccc3[N+](=O)[O-])o2)NC1=O (stereo not drawn),0.9,-8,2,35,-3,2,4.1,33
c1ccc(Nc2nc(N3CCOCC3)c3ccccc3n2)cc1,0.86,-1,-6,-11,3,0,-3.5,-465
O=C(CSCc1ccccc1)Nc1ccccc1,0.99,1,6,-24,-2,-2,-0.3,23
COc1ccc(C2CC(=O)Nc3cc(C)c(C)cc32)c(OC)c1OC (stereo not drawn),0.79,2,-11,2,27,1,-5.8,26
CCn1c(C)nc2cc(S(=O)(=O)C(F)(F)C(F)C(F)(F)F)ccc21 (stereo not drawn),0.96,2,13,0,-12,-2,1.6,10
CCOc1cc(C)ccc1OCc1nnc(SCC(=O)Nc2cccc(C(=O)O)c2)n1-c1ccccc1,1.1,0,-3,4,4,-1,0.8,16
CC(=O)c1c(C)[nH]c(C(=O)OCC(=O)N2CC(=O)Nc3ccccc32)c1C,1,-1,-9,-12,-3,-5,-0.4,7
Cc1cccc(C(=O)NNC(=O)c2cc3cc4ccccc4nc3s2)c1,1.3,2,0,2,-14,9,0.4,-61
O=C(N/N=C/c1cccnc1)C1CCCN(S(=O)(=O)c2ccccc2)C1 (stereo not drawn),0.99,-4,-6,8,-6,0,1.0,21
CCCCn1c(-c2ccc(Cl)cc2)nc2c(=O)n(C)c(=O)[nH]c21,/,-172,2,/,0,0,-0.7,-434
O=C(NCC1CCCCC1)c1ccc(Br)o1,0.85,3,-1,2,4,-1,-0.6,5
CCOC(=O)C1CCN(CC(=O)c2c(C)n(C)c3ccc(OC)cc23)CC1,1,0,2,0,-6,1,-0.4,10
CCOc1ccccc1OCCCC(=O)N1CCN(S(=O)(=O)c2cc(F)ccc2F)CC1,/,-8,-8,/,-5,1,-0.3,8
CCOC(=O)c1cc(-c2ccncc2)nc2c1c(C)nn2C,0.89,1,-13,11,3,0,0.3,-327
Cc1ccc(C2=NNC(C(O)C(O)C(O)CO)S2)cc1 (stereo not drawn),1,0,-12,6,9,3,0.9,-26
Oc1ccccc1C1OCC2(CO1)COC(c1ccccc1O)OC2 (stereo not drawn),0.95,-2,4,-15,-17,-7,-1.7,15
Cc1ccc(NC(=O)CC2SC(=NCC3CCCO3)NC2=O)cc1Cl (stereo not drawn),0.95,-4,5,-10,-8,-2,-1.4,14
COc1ccc(CNC(=O)c2c(C)cc(=O)oc2C)cc1,1.1,-2,-7,-4,-1,-1,-1.0,15
CC1CCC/C(=N\NS(=O)(=O)c2ccccc2)C1 (stereo not drawn),0.93,0,-4,-14,6,1,-0.1,21
Cc1ccccc1OCC(=O)Nc1ccc(C(N)=O)cc1,0.97,2,0,-10,9,-12,2.3,31

Profiles, quoted from the list. Values in the order: hIAP act	SENP1 inh	ATG4B inhibitor	SENP6 block	PfGluPho inh	NR3A LBD binder	MPTP inh	SENP8 inh
Profile of CCOC(=O)C1CCN(CC(=O)c2c(C)n(C)c3ccc(OC)cc23)CC1 → 1	0	2	0	-6	1	-0.4	10
Profile of CC(=O)c1c(C)[nH]c(C(=O)OCC(=O)N2CC(=O)Nc3ccccc32)c1C → 1	-1	-9	-12	-3	-5	-0.4	7
